High-throughput results: PubChem BioAssay, National Center for Advancing Translational Sciences (NCATS)
UDG counter: Primary qHTS assay for inhibitors of Activation Induced Cytidine Deaminase (AID): UDG Counterscreen signal; Uracil-DNA glycosylase; FRET deamination/UDG coupled assay, UDG read, 4 h; 0.14% of 91,000 active; Potency, µM (titrated, usually from 115 µM), inactives show top-dose activity change, negative = inhibition, most hits filed as inhibitors; AID 1347430, 2020; also: nearly all actives have a fitted effect of over 65% in size
AID inh: Primary qHTS assay for inhibitors of Activation Induced Cytidine Deaminase (AID): AID signal | Single-stranded DNA cytosine deaminase (Homo sapiens), Q9GZX7 | AID deamination FRET fluorescence, UDG-coupled, 4 h | Potency, µM (highest dose often 115 µM), without a hit: top-dose activity change, negative = inhibition, most hits filed as inhibitors | 0.32% of 91,000 active | AID 1347428, 2020; also: nearly all actives have a fitted effect of over 25% in size
Target sequence (Q9GZX7 whole entry, looked up): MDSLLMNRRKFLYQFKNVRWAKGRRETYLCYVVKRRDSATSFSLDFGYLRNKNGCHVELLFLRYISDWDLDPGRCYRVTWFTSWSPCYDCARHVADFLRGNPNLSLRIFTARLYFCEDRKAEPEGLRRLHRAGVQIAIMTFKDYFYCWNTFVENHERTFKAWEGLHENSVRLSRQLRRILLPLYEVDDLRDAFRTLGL
Active calls of the source: *; ? = inconclusive; & = joins results of further samples; [ ] = another dose, or the depositor's remark. Calls follow the shape of the dose curve; as a rule, active = well fitted curve in the direction sought with a large enough effect; inconclusive = small, poorly fitted or top-dose-only effect, or another doubt; inactive = no such curve, though single readings can be large; an effect the other way counts as inactive or inconclusive. % is scaled to controls: 0 for no effect and ±100 for the full control effect; potency is read from the fitted curve at half-maximal effect. An excerpt; rates above refer to the full screens.

Under each structure – UDG counter | AID inh
CCOc1ccccc1NC(=O)CSc1ccc2nc(-c3ccccc3)cn2n1
 : -1% | -8%
COc1ccccc1C(CNC(=O)c1cccc2c(=O)c(C)c(-c3ccccc3)oc12)N(C)C (stereo not drawn)
 : -8% | -10%
CSc1cccc(NC(=O)CN2C(=O)COc3ccc(Cl)cc32)c1
 : -13%[57.5 µM] | -15%[57.5 µM]
O=C(CSc1cnc2ccccc2n1)Nc1ccc2c(c1)OCCCO2
 : -3% | 0%
O=C(c1c(F)cccc1F)N1CCC(CN2CCOCC2)CC1
 : 8% | 3%
CCOc1ccc(CCNC(=O)c2cc(C)nc3c2c(C)nn3-c2cccc(F)c2)cc1
 : 1% | 2%
CCCS(=O)(=O)c1nc(S(=O)(=O)c2ccc(C)cc2)c(NCCCOC(C)C)s1
 : -5% | 2%
CCCN(CCC)S(=O)(=O)c1ccc(C(=O)Nc2cccc(-c3nc4ccccc4[nH]3)c2)cc1
 : -14% | ?
CCCS(=O)(=O)c1c(S(=O)(=O)CCC)c2cc(CC)ccn2c1C(=O)c1ccc(Cl)cc1
 : -8% | -10%
CSc1ccc(C)c(C(=O)NCC2CC2)c1
 : -2% | -3%

Under each structure – UDG counter | AID inh
COc1ccc(S(=O)(=O)NCC(c2ccco2)S(=O)(=O)c2cccs2)cc1F (stereo not drawn)
 : 2% | 20%
Cc1cccc(-n2c(-c3ccco3)nc3c(cnn3-c3ccc(F)cc3)c2=O)c1
 : -13% | ?
COCCn1c(SCc2ccc(OC)c(F)c2)nnc1-c1cccc(C)c1
 : -1% | -1%
Cc1ccc(-n2nc3c(N4CCC(C(=O)N(C)Cc5ccccc5)CC4)nnc(C)c3c2C)cc1
 : 9% | 8%
COc1cccc(C2CC(=O)N(c3ccccc3)C3=C2C(=O)OC3)c1OC (stereo not drawn)
 : -7% | -3%
Cc1ccccc1Nc1c(-c2ccsc2)nc2c(C)cccn12
 : -6% | 12%
Cc1ccc(NS(=O)(=O)c2cccc(Cl)c2Cl)cc1S(=O)(=O)N1CCCCC1
 : 7% | -10%
Clc1ccc(N2CCN(c3ncnc4nc[nH]c34)CC2)cc1Cl
 : 1% | 13%
COc1cc(OC)c(NC(=O)CCNS(=O)(=O)c2ccc3c(c2)oc(=O)n3C)cc1Cl
 : -3% | -14%
CCN(C(=O)/C=C/c1cccs1)C1CCCCC1
 : -8% | -12%

Under each structure – UDG counter | AID inh
CCCCCCOc1ccc(CNc2cccc3ccccc23)cc1
 : ? | ?
O=c1cc(-c2ccccc2F)oc2ccc(Br)cc12
 : 4% | -6%
Cc1[nH]c2ccc(F)cc2c1CCNC(=S)NC(C)(C)C
 : -4% | -3%
CCOc1ccc(CC(=O)NCCc2csc(-c3ccc(C)cc3)n2)cc1
 : -1%[57.5 µM] | 5%
CCCOc1ccc(C(=O)Nc2c(NC3CCCC3)c3ccccc3oc2=O)cc1
 : 0% | 0%
O=C(CC1CC2CCC1C2)NCC12CC3CC(CC(C3)C1)C2 (stereo not drawn)
 : 11% | -3%
CC(C)NC(=O)c1ccc(Cl)c(Cl)c1
 : -1% | -5%
CC1(C)Cc2c(c(N3CCOCC3)nc3sc(C(=O)Nc4cccc5ccccc45)c(N)c23)CO1
 : 2% | 17%
COCCNC(=O)NC(=O)CN(C)CCCc1ccccc1
 : -3% | -3%
CC(C)COc1ccc(CN)cc1
 : 2% | 4%

Under each structure – UDG counter | AID inh
CCc1ccccc1NC(=O)c1cc(S(=O)(=O)N2CCc3ccccc32)ccc1F
 : 6% | 8%
CC(=O)C1=CCN(C)CC1
 : -5% | 37%[activator]
N#Cc1ccccc1OCC(=O)NC12CC3CC(CC(C3)C1)C2
 : -13% | -16%
CC(C)(C)NC(=O)COC(=O)C(c1ccccc1)c1ccccc1
 : 8% | 3%
COc1ccc(C2C(=O)N(C3CCC(C)CC3)CC(=O)N2CCc2ccccc2)cc1OC (stereo not drawn)
 : 0%[57.5 µM] | -13%
COc1ccc(CCNC(=O)CCn2c(=O)c3ccccc3n(Cc3ccccc3)c2=O)cc1OC
 : -4% | ?
CSc1ncc(C(=O)NCc2ccccc2)c(N)n1
 : -9% | -12%
CCCN(c1ccc(C(C)C)cc1)S(=O)(=O)c1ccc2c(c1)oc(=O)n2CC(=O)OCC
 : 7% | 1%
Cc1ccc(-c2n[nH]c(=O)c3ccccc23)cc1S(=O)(=O)N1CCC(C)CC1
 : -2% | -12%
COc1cccc(-c2nc3c(C#N)c[nH]n3c2NC2CCCCC2)c1
 : 5% | -8%

Under each structure – UDG counter | AID inh
COc1cccc(CN2CCc3nc(Nc4ccc5c(c4)OCCO5)ncc3C2)c1
 : -17% | ?
COc1ccc2cc(CNC(=O)c3ccc4c(c3)NC(=O)CCS4)ccc2c1
 : -2% | 0%
Cn1c(-c2ccc(Cl)cc2)cc2ccccc21
 : 0% | -2%
CC1CCN(S(=O)(=O)c2cc(C(=O)Nc3ccc(Br)cc3F)n(C)c2)CC1
 : -6% | 3%
Cc1ccccc1Cn1cnc(NC(=O)c2ccn(COc3ccc(F)cc3F)n2)n1
 : 6% | 8%
N#Cc1ccccc1COC(=O)COc1ccc2c(c1)CCC2
 : 1% | -9%
COc1cc(-c2nnc3n2C(C)(C)Cc2ccccc2-3)cc(OC)c1OC
 : -2% | -3%
Cc1nc2cc(F)cc(C(=O)NCC(C)N(C)c3ccccc3)c2nc1C (stereo not drawn)
 : -1% | -11%
Clc1ccc(-c2csc3ncnc(Sc4nnc(C5CC5)o4)c23)cc1
 : -12% | -15%
Cc1cc(NC(=O)C(C)C)cc(-c2nc3ncccc3o2)c1O
 : 2% | 88%[activator]

Under each structure – UDG counter | AID inh
Cc1ccc(C)c(NC(=O)Cn2c(=O)n(CCCS(=O)(=O)C3CCCCC3)c(=O)c3ccccc32)c1
 : 5% | -2%
Cc1ccccc1COC(=O)/C=C/c1ccc2ccccc2n1
 : 5% | -7%
S=C(NCCc1cccs1)Nc1ccc(Cl)cc1Cl
 : -1% | -1%
COc1ccccc1N1CCN(C(=O)C2CCN(S(=O)(=O)c3cccc4nonc34)CC2)CC1
 : -10% | 0%
O=C(NCC1(N2CCCCC2)CCCCC1)c1ccc(NC(=O)c2cccs2)cc1
 : 0% | 0%
NC(=S)N/N=C1/CCCCC1c1ccccn1 (stereo not drawn)
 : 1% | -4%
CCOC(=O)c1cc(N)ccc1N1CCOCC1
 : 3% | 10%
OC(COc1ccc(Nc2ccccc2)cc1)COc1ccc(Nc2ccccc2)cc1
 : -11% | -15%
O=C(Nc1ccc(Cl)cc1Cl)c1ccc2ccccc2n1
 : 1% | -9%
CC1CCCCN1CCCNC(=O)Cn1ncc2c3ccccc3n(C)c2c1=O (stereo not drawn)
 : -18%[57.5 µM] | 57%[activator]

The last 3 compounds of the section before come first, to join the parts:
Under each structure – UDG counter | AID inh
OC(COc1ccc(Nc2ccccc2)cc1)COc1ccc(Nc2ccccc2)cc1
 : -11% | -15%
O=C(Nc1ccc(Cl)cc1Cl)c1ccc2ccccc2n1
 : 1% | -9%
CC1CCCCN1CCCNC(=O)Cn1ncc2c3ccccc3n(C)c2c1=O (stereo not drawn)
 : -18%[57.5 µM] | 57%[activator]
COc1ccc(-c2ccc(NS(=O)(=O)c3ccccc3)cc2)nn1
 : -3% | 14%
Cc1oc2c(c1C(=O)Nc1ccc(OC(F)(F)F)cc1)C1=NCCN1C=N2
 : 3% | 8%
Cc1oc(-c2ccccc2)nc1CC(=O)N1CCC(N2CCCCC2)CC1
 : 7% | 0%
CCOC(=O)c1c(C)[nH]c(C)c1S(=O)(=O)N1CCN(c2cc(Cl)ccc2C)CC1
 : -17% | ?
COc1ccccc1-c1nc(SCC(=O)c2ccc(Cl)cc2)n[nH]1
 : ? | 84%[activator]
Cc1cc(S(=O)(=O)Nc2cccc(C(F)(F)F)c2)sc1C(=O)O
 : 5% | 1%
CCOc1ccc(Nc2cc(C(=O)NCc3ccccc3Cl)c3ccccc3n2)cc1
 : -12%[57.5 µM] | 3%
COc1cccc(-c2nc(CS(=O)(=O)CC(=O)NCc3cccnc3)c(C)o2)c1
 : 4% | 5%
CC(C)=NNC(N)=S
 : -11% | -2%
Cc1cc(C)cc(OCCSc2nc(-c3ccc(C(C)(C)C)cc3)nc3cc(=O)[nH]n23)c1
 : -17% | ?

Under each structure – UDG counter | AID inh
Cc1nc2ccn(Cc3cccs3)c(=O)c2cc1C(=O)NCc1ccc(Cl)cc1
 : 1%[57.5 µM] | -18%
O=C(NCc1ccccc1Cl)C1CCN(S(=O)(=O)Cc2ccccc2)CC1
 : 2% | -2%
CCOc1ccccc1Nc1nnc(-c2cc3cc(Cl)ccc3oc2=O)s1
 : 12% | -13%
COc1ccc2c(COC(=O)c3ccccc3OCC3CCCO3)cc(=O)oc2c1 (stereo not drawn)
 : 0% | -14%
COC(=O)CSCc1nc(-c2ccc(C(=O)OC)cc2)oc1C
 : 8% | 9%
CCCCN1C(=O)c2[nH]nc(-c3ccccc3O)c2C1c1cccc(OCc2ccccc2)c1 (stereo not drawn)
 : 0% | ?
O=S(=O)(NCCc1ccccc1)c1ccc(N2CCCCS2(=O)=O)cc1
 : 5% | -5%
O=C(NCCc1csc(-c2ccc(C(F)(F)F)cc2)n1)c1ccc(F)c(F)c1
 : -15% | ?
CC(=O)Nc1ccc(NC(=O)c2csc(NCC(C)C)n2)cc1
 : 5% | 3%
COC(=O)CCNC(=O)c1cccc(C)c1
 : 8% | 3%

Under each structure – UDG counter | AID inh
CCN(CC)CCNC(=O)Cn1nc(C)c2c(C)n(-c3ccccc3)nc2c1=O
 : -5% | 20%
FC(F)(F)c1cccc(/C=N/N=C(c2ccccc2)c2ccccc2)c1
 : -11% | -8%
Cc1cc(C(=O)CN2CCN(Cc3ccc4c(c3)CCO4)CC2)c(C)n1C1CCS(=O)(=O)C1 (stereo not drawn)
 : -5% | 12%
CN(C)C(CNc1oc(-c2ccccc2F)nc1C#N)c1cccs1 (stereo not drawn)
 : -3% | 2%
N#Cc1nc(-c2ccc(S(=O)(=O)N3CCOCC3)cc2)oc1NCc1ccc2c(c1)OCO2
 : 5% | 6%
Cc1cc(C)c(CC(=O)O)c(C)c1
 : 7% | 2%
O=C(Nc1ccc(C(=O)OCc2cc(=O)n3nc(C4CC4)sc3n2)cc1)c1ccccc1
 : -11% | -16%
Cc1ccc(NC(=O)CN(C)C(=O)CCNS(=O)(=O)c2ccc(C)cc2)cc1
 : -2% | -1%
CCOC(=O)c1c(NC(=O)CSc2cn(CCNC(=O)c3ccc(OC)cc3)c3ccccc23)sc2c1CCCC2
 : 6% | 0%
Cn1c(=O)c2c(ncn2Cc2cccc(OC(F)F)c2)n(C)c1=O
 : 4% | -15%

Under each structure – UDG counter | AID inh
N#Cc1c(-n2ncnc2-c2ccc(Br)cc2)sc2c1CCCCC2
 : 10%[57.5 µM] | -2%[57.5 µM]
O=C(CSc1n[nH]c(-c2ccccc2)n1)N1CCN(c2ccccc2F)CC1
 : -11% | -11%
C/C(=N\NC(N)=S)c1ccc2c3c(cccc13)CC2
 : -1% | -6%
COc1ccc(-c2noc(CSc3nnc(-c4ccco4)n3C3CCCCC3)n2)c(OC)c1
 : -29% | -3%
COc1ccc(NC(=O)CSc2nnc(NC(=O)NC3CCCCC3)s2)cc1OC
 : -5% | 4%
CCOCCCN(Cc1ccco1)C(=O)c1cc2c(s1)-c1c(C)cccc1OC2
 : -22% | -23%
COc1ccc(-c2nnc(SCC(=O)Oc3cc(C)ccc3C)o2)cc1
 : 40%[activator] | 1%
O=C(COC(=O)c1ccc2ccccc2n1)Nc1ccc(Cl)c(Cl)c1
 : 16% | 3%
N#CC1(Br)C(=N)c2ccccc2CC12CCCCC2 (stereo not drawn)
 : -11% | -12%
CCOc1cc(CNCCSc2nnnn2C)ccc1OCc1ccc(Cl)cc1Cl
 : -18% | ?

Under each structure – UDG counter | AID inh
Cc1cc(C(=O)C(=O)Nc2nncs2)c(C)n1-c1ccc(Cl)cc1
 : -5% | -16%
Cc1cc(N)c(-n2cc3c(c2-c2ccc(Br)cc2)c(=O)n(C)c(=O)n3C)cc1C
 : -18% | ?
Cc1ccc(Cl)cc1N1CCN(C(=O)CCNS(=O)(=O)c2ccc3[nH]c(=O)ccc3c2)CC1
 : -6% | -6%
CCCCc1cc(=O)oc2cc(C)c3c(C)coc3c12
 : 10% | -24%
O=C(CSc1nnnn1-c1cccc(F)c1)NCC1(N2CCOCC2)CCCCC1
 : -5% | -6%
CN(Cc1ccccc1)C(=O)COC(=O)c1ccccc1-c1nc2ccccc2s1
 : ? | -20%
COc1cc(C(CC(=O)NCCC(C)C)N2Cc3ccccc3C2=O)cc(OC)c1OC (stereo not drawn)
 : 8% | 26%
Cc1ccc(C)c(N2CCN(C(=O)CCS(=O)(=O)c3ccc4c(c3)CC(=O)N4C)CC2)c1
 : -20%&-17% | -2%&-4%
O=C(O)CCC(=O)N1N=C(c2ccc3c(c2)OCO3)CC1c1ccccc1 (stereo not drawn)
 : -18% | -5%
CCOC(=O)C(=O)Nc1ccc(N(C)C(C)=O)cc1
 : 6% | 13%

Under each structure – UDG counter | AID inh
O=C(Cn1c(=O)c2cccn2c2cccnc21)NCc1ccccc1F
 : 4% | 6%
NC(N)=NC(=O)c1nc(Cl)c(N)nc1N
 : 1% | -6%
CCN(CC)S(=O)(=O)c1ccc(Cl)c2ccccc12
 : -2% | -11%
COC(=O)c1cccc(NC(=O)c2sc(COc3cccc(C)c3)nc2C)c1
 : -4% | -2%
Cc1cccc2c(=O)c(-c3ccc(Cl)cc3)c(NC(=O)c3ccco3)oc12
 : -13% | -5%
Cc1ccc2oc(C(=O)Nc3cccc(Cl)c3)cc(=O)c2c1
 : -13%[57.5 µM] | 27%[57.5 µM]
